POLB inh: inhibitors of human DNA polymerase beta; Pol beta primer extension/strand displacement, fluorescence kinetic; Potency, µM (doses to about 114 µM), without a hit: top-dose activity change, negative = inhibition, hits mostly inhibitors; actives 1.3% (n = 340,000); further: potency means the concentration at half of the fitted maximal effect; on the % scale 0 is the no-effect control and ±100 the full control effect
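Human Pol beta at 10 nM; strand-displacement substrate 50 nM final. Compound exposure 15 min at room temperature before start, reaction 10 min at room temperature.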
LDHA block: inhibitors of human lactate dehydrogenase A. activity change, % (values are at about 110 or 230 µM). AID 1347041. purified LDHA, NADH/diaphorase-resazurin fluorescence; stronger effect = lower value. actives 0.15% (n = 480,000). P00338; in the data active means activity change below about -30%; inconclusive means mostly about -25% to -30%;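 further: plate controls were DMSO wells for no effect and wells without enzyme for full effect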
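Human LDH5 at 2 nM final in Tris HCl pH 7.4 with 0.06 mM NADH and 0.2 mM pyruvate, reacted 5 minutes at room temperature. Remaining NADH coupled via diaphorase/resazurin; resorufin fluorescence read at 0 and 20 minutes, normalized to enzyme-free and DMSO wells.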
Pol eta inh: inhibitors of human DNA polymerase eta | Potency, µM (series often up to 114 µM), inactives show top-dose activity change, negative = inhibition, most hits filed as inhibitors | recombinant Pol eta, fluorescent DNA replication assay | actives 1.2% (n = 390,000) | Q9Y253 | AID 588591; further: potency means the concentration at half of the fitted maximal effect; on the % scale 0 is the no-effect control and ±100 the full control effect
Target sequence (Q9Y253 whole entry, looked up): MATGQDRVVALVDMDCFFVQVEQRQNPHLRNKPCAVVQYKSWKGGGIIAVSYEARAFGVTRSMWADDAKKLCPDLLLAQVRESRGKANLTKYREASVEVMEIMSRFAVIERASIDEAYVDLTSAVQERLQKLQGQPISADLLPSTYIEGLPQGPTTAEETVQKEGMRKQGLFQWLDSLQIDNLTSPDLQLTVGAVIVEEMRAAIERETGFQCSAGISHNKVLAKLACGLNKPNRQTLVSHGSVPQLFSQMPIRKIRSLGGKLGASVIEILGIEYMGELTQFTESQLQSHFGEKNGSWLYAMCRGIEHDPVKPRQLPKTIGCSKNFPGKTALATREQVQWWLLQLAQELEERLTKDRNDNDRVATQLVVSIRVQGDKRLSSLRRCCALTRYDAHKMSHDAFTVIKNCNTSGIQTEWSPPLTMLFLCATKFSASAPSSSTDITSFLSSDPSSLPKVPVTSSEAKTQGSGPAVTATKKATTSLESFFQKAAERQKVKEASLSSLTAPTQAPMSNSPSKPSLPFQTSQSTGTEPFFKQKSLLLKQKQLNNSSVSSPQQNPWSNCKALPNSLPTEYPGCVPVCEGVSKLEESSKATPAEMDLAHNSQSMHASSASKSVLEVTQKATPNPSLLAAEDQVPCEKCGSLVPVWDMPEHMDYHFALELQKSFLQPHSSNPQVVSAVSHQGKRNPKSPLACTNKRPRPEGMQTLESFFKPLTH
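Pol eta (10 nM) was preincubated with compounds for 15 min at room temperature, after which fluorescent replication substrate (50 nM final) was added to start the reaction. Fluorescence was read kinetically at 0 and 10 min.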
RGS4 inh: inhibitors of human regulator of G protein signaling 4. P49798. Transcreener GDP fluorescence polarization, RGS4-accelerated GTP hydrolysis. Potency, µM (titrated, usually from 114 µM), for inactives: at the top dose activity change, negative = inhibition, usual class: inhibitors. actives 0.039% (n = 390,000). AID 504845; further: potency means the concentration at half of the fitted maximal effect; on the % scale 0 is the no-effect control and ±100 the full control effect; nearly all actives have a fitted effect of over 75% in size; some results filed as inactive show a strong effect at the top dose
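MLSMR compounds (23 nl, pin-transferred) preincubated 10 min at room temperature with a 500nM (2x) first reagent, then RGS4 at 900nM (2x) plus Transcreener GDP mix added; fluorescence polarization (620/688 nm) read before and after 90 min at 30 °C.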
APEX1 inh: blocks human APE1 abasic DNA cleavage; recombinant APE1, TAMRA/BHQ-2 abasic DNA cleavage fluorescence; Potency, µM (titrated, usually from 65.8 µM), for inactives: at the top dose activity change, negative = inhibition, usual class: inhibitors; actives 0.35% (n = 350,000);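 further: potency means the concentration at half of the fitted maximal effect; plate controls were vehicle for no effect and reference inhibitor for full effect; nearly all actives have a fitted effect of over 55% in size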
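APE1 at 0.75 nM preincubated 15 min at room temperature with compound. Reaction then started with 50 nM double-stranded THF-abasic substrate labelled with TAMRA/BHQ-2, and 525/598 nm fluorescence read kinetically. Activity taken as third-minus-first read difference, normalized to DMSO and NSC13755 controls.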
12-LOX inh: inhibitors of human 12S-lipoxygenase ALOX12; AID 1671190; actives 1.1% (n = 580,000); purified 12hLO, xylenol orange hydroperoxide absorbance; Potency, µM (doses to about 108 µM), inactives show at the highest dose activity change, negative = inhibition, usual class: inhibitors; P18054; further: potency means the concentration at half of the fitted maximal effect; on the % scale 0 is the no-effect control and ±100 the full control effect
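Hydroperoxide product was detected by ferrous iron/xylenol orange as the 573 to 405 nm absorbance ratio. Arachidonic acid at 40 uM (final) was turned over for 30 min at room temperature by 150 nM human 12hLO, pH 7.0 Hepes buffer, after 15 min compound preincubation.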
Pol kappa inh: DNA polymerase kappa (human) inhibition; actives 0.53% (n = 400,000); Potency, µM (doses to about 107 µM), for the others: at the highest dose activity, negative = inhibition, most hits filed as inhibitors; AID 588579; purified Pol kappa, fluorescent DNA synthesis assay, 10 min; further: potency means the concentration at half of the fitted maximal effect; on the % scale 0 is the no-effect control and ±100 the full control effect
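50 nM final substrate added after 15 min RT preincubation of 10 nM Pol kappa with compound; fluorescence read at 0 and 10 min.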
ERG Ets-DNA blk: inhibitors of human ERG Ets domain-DNA interaction; fluorescence polarization, His-ERG Ets domain / labelled DNA; Potency, µM (highest dose often 76.9 µM), for inactives: at the highest dose FP activity, negative = inhibition, most hits filed as inhibitors; actives 0.028% (n = 370,000); AID 624246; active means well fitted inhibition curve with a large enough effect in the polarisation, with a control signal flat; inconclusive means small, poorly fitted or top-dose-only effect, or effect the other way, or a change in a side signal; inactive means no such curve, though single readings can be large or run the other way; the % refers to the polarisation;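 further: polarization taken with two DNA probes labelled with fluorescein and Texas red; potency means the concentration at half of the fitted maximal effect; % of control where 0% means no effect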
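His-tagged ERG Ets domain (1 uM in the protein solution; 300mM KCl, 50mM Tris-HCl, 1mM EDTA, 1mM DTT, pH 7.5) received compound, then a probe mix of 5 nM fluorescein-DNA and 100nM Texas-615-DNA. Fluorescence polarization was read for both dyes.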
Anesthetic bind: binds horse apoferritin like a general anesthetic; actives 0.074% (n = 350,000); AID 485281; apoferritin/1-aminoanthracene competitive binding, fluorescence; Potency, µM (highest dose often 77.5 µM), for the others: top-dose activity change, negative = displacement, most hits filed as inhibitors; P02791; further: potency means the concentration at half of the fitted maximal effect; on the % scale 0 is the no-effect control and ±100 the full control effect; nearly all actives have a fitted effect of over 20% in size
Target sequence (P02791 2-175 limits assumed): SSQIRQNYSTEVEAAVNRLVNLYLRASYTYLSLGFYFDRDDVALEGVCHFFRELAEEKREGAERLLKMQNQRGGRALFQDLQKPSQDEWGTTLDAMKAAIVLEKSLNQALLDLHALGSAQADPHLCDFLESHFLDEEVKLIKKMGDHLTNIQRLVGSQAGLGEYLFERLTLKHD
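Horse-spleen apoferritin (10 uM) in 50% saturated 1-aminoanthracene in PBS was incubated 10 min at room temperature with compound. Fluorescence (ex 380, em 535 nm) was normalized to free and bound 1-AMA, with concentration-response fitted by a four-parameter Hill equation.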
Starred values were filed as active, the others as inactive; ? = inconclusive; · = no result given; & = joins results of further samples; [ ] = remark or other dose. Unless noted, the call rests on the fitted dose curve; in most records, active means well fitted curve in the direction sought with a large enough effect; inconclusive means small, poorly fitted or top-dose-only effect, or another doubt; inactive means no such curve, though single readings can be large; an effect the other way counts as inactive or inconclusive.

The first 2 entries, ahead of the listing:
SMILES	POLB inh	LDHA block	Pol eta inh	RGS4 inh	APEX1 inh	12-LOX inh	Pol kappa inh	ERG Ets-DNA blk	Anesthetic bind
CCCCC1=NN2C(=N)CC(=O)N=C2S1	-30%	2	?	-28%	-4%	-9%	-5%	15%	-13%
O/N=C/c1ccc(-c2ccccc2OC(F)(F)F)o1	-2%	6	-28%	-26%	-1%	-19%	-7%	6%	-7%

Main list, from the first entry:
SMILES	POLB inh	LDHA block	Pol eta inh	RGS4 inh	APEX1 inh	12-LOX inh	Pol kappa inh	ERG Ets-DNA blk	Anesthetic bind
CCCCC1=NN2C(=N)CC(=O)N=C2S1	-30%	2	?	-28%	-4%	-9%	-5%	15%	-13%
O/N=C/c1ccc(-c2ccccc2OC(F)(F)F)o1	-2%	6	-28%	-26%	-1%	-19%	-7%	6%	-7%
NS(=O)(=O)c1ccc(CCNC(=O)CN2CCC(Cc3ccccc3)CC2)cc1	12%	-1	-8%	6%	3%	-11%	-7%	3%	-4%
CCCCn1c(N)c(N(CC(C)C)C(=O)C2CC(=O)N(CCc3ccccc3)C2)c(=O)[nH]c1=O (centres undefined)	7%	-1	-8%	-26%	-4%	0%	0%	6%	-5%
Cc1c(C#N)c2ccccc2n1CC(=O)NC(C)c1ccccc1 (centres undefined)	-1%	-3	-8%	-14%	?	-16%	-3%	-19%	-16%
CN(C)S(=O)(=O)c1ccc(N2CCCC2)c(C(=O)OCC(=O)NC2(C#N)CCCCC2)c1	·	-3&-13	-8%	9%	8%	-37%	-7%	9%	·
NNC(=O)c1ccc(CSc2nc3ccccc3s2)cc1	3%	-13	-16%	-27%	23%	14%	1%	10%	-14%
C/C(CCc1ccc2c(c1)OCO2)=N\N=C1\NC(=O)CC(C(=O)Nc2ccccc2)S1 (centres undefined)	17%	2	-13%	1%	-6%	0%	-11%	10%	-20%
CCOC(=O)c1ccc(Nc2nc(C)nc3c2nnn3Cc2ccccc2)cc1	-9%	0	-7%	-19%	-20%	0%	-3%	6%	-6%
COc1ccc(CNCCc2ccc(Cl)cc2)cc1OCc1ccccc1	-1%	-7	-17%	-8%	-2%	·	-3%	-2%	-18%
CC(C)CNc1c(N)n(CC(C)C)c(=O)[nH]c1=O	0%	-1	-9%	-18%	-2%	-8%	3%	8%	2%
CC(C)(C)N(CC#CCC(O)(c1ccccc1)C1CCCC1)CCO (centres undefined)	-11%	-2	-7%	-2%	1%	?	-11%	-3%	-13%
Cc1ccc(NC(=O)CCC(=O)N2CCC(C)CC2)c([N+](=O)[O-])c1	36%	-6	6%	27%	4%	0%	?	-2%	-8%
Cc1ccc(C(=O)NC2(O)C(=O)c3ccccc3C2=O)cc1C	12%	2	45µM*	-27%	?	20µM*	-9%	?	-4%
COc1ccc(C2/C=C\CN(C(=O)NC34CC5CC(CC(C5)C3)C4)CC(=O)N2Cc2ccc(F)cc2)cc1 (centres undefined)	-11%	-1	-12%	-13%&29%	-3%&-11%	-4%	-8%&-10%	-3%	7%&-2%
CCn1c(=N)n(CC(=O)c2ccco2)c2ccccc21	8%	0	7%	-4%	-5%	?	-25%	5%	7%
Cc1nnc(SCC(=O)NC23CC4CC(CC(C4)C2)C3)s1	-15%	-6	-19%	-1%	1%	-9%	14%	-8%	?
Cc1cccc(OCCCC(=O)Nc2nnc(C3CCCO3)s2)c1C (centres undefined)	-7%	-2	-14%	8%	-5%	0%	-1%	2%	-4%
N=c1oc2ccc([N+](=O)[O-])cc2cc1C(=O)NCc1ccccc1	30%	-16	0%	0%	16%	9%	-8%	7%	-10%
CC(C)OCCCn1c(=O)c2ccccc2n2c(-c3ccc(F)c(F)c3)nnc12	-4%	-10	1%	-2%	·	-26%	-5%	-1%	-6%
CC(=O)Nc1cc(C(=O)N(C)Cc2ccco2)ccc1Sc1ccc(Cl)cc1	3%	-2	-8%	4%	20%	-23%	-12%	-5%	-11%
Cc1cc(C)c(S(C)(=O)=O)c(=O)[nH]1	0%	-5	3%	21%	4%	14%	-8%	-1%	-2%
CCOC(=O)CSC1=C(C#N)C(=O)NC2(CCCCC2)S1	6%	-3	-15%	?	3%	?	-7%	-3%	-3%
Cc1ccc(NC(=O)CCc2c(C)nc3c(-c4ccc(F)cc4)c(C)nn3c2C)cc1F	42%	-1	-6%	29%	·	?	6%	-1%	-2%
Oc1ccc(C(=S)N2CCN(c3cccc(Cl)c3)CC2)cc1	-27%	-7	-19%	?	-2%	?	-12%	1%	?
COc1cccc(OC)c1C(=O)NC(=O)Nc1c(F)c(F)c(F)c(F)c1F	7%	-19	-2%	-7%	-2%	364%[activator]	4%	-1%	-6%
O=C(NCc1cccc(Cl)c1)c1ccc2nc[nH]c2c1	18%	-3	-13%	-32%	0%	-8%	-2%	-5%	4%
Cc1cc(C)n2nc(SCCOc3ccccc3F)nc2n1	?	-7	-18%	-22%	19%	-14%	-1%	6%	-18%
COc1ccccc1CNC(=O)c1cnc(N2CCCC2)nc1C	4%	-16	·	29%	·	-14%	-13%[60.1 µM]	-1%	33%[activator]
CC(C(=O)Nc1ccccc1Cl)N(c1ccccc1)S(C)(=O)=O (centres undefined)	6%	-3	?	?	-1%	-10%	-1%	1%	-6%
CCn1c(C(=O)O)c(S(=O)(=O)c2ccc(Cl)cc2)c2ccccc21	6%	-4	-7%	4%	11%	?	-6%[60.1 µM]	7%	-4%
COc1cc(NC(=O)c2ccc(Br)o2)ccc1NC(=O)c1ccccc1Cl	-1%	0	-19%	-18%	0%	-18%	-9%	-2%	-3%
O=C(O)CCc1ccc(-c2ccc(Cl)cc2)n1CC(=O)Nc1ccccc1	11%	-1	-5%	-34%	4%	?	1%	0%	-1%
COCCNC(=O)c1ccc(NS(=O)(=O)c2cc(C)ccc2C)cc1	-14%	-2	-11%	6%	10%	-2%	4%	-10%	-1%
COc1cc2c(cc1OC)C(c1cccc(F)c1)CC(=O)N2 (centres undefined)	25%	-12	0%	1%	9%	-8%	15%	-4%	-6%
Cc1occc1C(=O)OCC(=O)Nc1ccc(F)cc1	16%	-7	-3%	42%	?	55%[activator]	-5%	-4%	-16%
CCc1ccc2c(c1)C1(NN=C(c3ccccc3)S1)C(=O)N2 (centres undefined)	13%	4	-15%	?	-3%	?	-16%	10%	-7%
O=C(N/N=C/c1ccc(F)cc1)c1c(O)c2ccccc2[nH]c1=O	-8%[57.1 µM]	4	-9%	-7%	-1%	0%	-1%	1%	2%
Cc1ccc(C(C)C)c(OCC(=O)c2c(O)c3ccccc3oc2=O)c1	·	-2	-4%	-25%	·	4%	-8%	-4%	·
CC(C)(C)NC(=O)NC(=O)CSc1ccc(S(=O)(=O)N2CCOCC2)cn1	·	-7	-1%	-37%	-12%	?	0%	0%	·
Cc1nn(-c2ccccc2)c2c1C(O)n1c(nc3ccccc31)S2 (centres undefined)	-3%	-7	2%	10%	4%	-24%	-9%	·	-2%
CC1(C(=O)O)CCC(C(=O)Nc2ccc(OC(F)(F)Cl)cc2)C1(C)C (centres undefined)	32%	-12	-5%	0%	-2%	15%	-15%	-6%	10%
COc1cc2c(C(=O)N3CCN(C)CC3)c(C)oc2cc1Br	0%	4	-8%	20%	3%	-8%	-10%	-1%	-7%
Cc1nc(SCC(=O)NCc2ccc(F)cc2)c2c(=O)n(C)c(=O)n(C)c2n1	-3%	-13	-12%	-21%	0%	4%	-12%	13%	27%
O=C(NCCc1ccc(F)cc1)c1cc2ccccc2oc1=O	40%	-1	-6%	-19%	31%	-4%	18%	3%	-15%
CCCCn1c(N)c(N(CCOC)C(=O)c2ccc(Br)o2)c(=O)[nH]c1=O	·	-7	-1%	7%	-21%	-1%	-11%	-8%	·
CCOC(=O)C1=C(COC(=O)/C=C/c2ccc([N+](=O)[O-])cc2)NC(=O)NC1C (centres undefined)	·	-3	-14%	-5%	2%	-20%	-6%	-7%	·
O=C(CCC(=O)N1CCc2ccccc21)Nc1ccccc1	13%	-6	-12%	-22%	-1%	0%	-7%	9%	?
Cc1cc(F)ccc1NC(=O)Cn1cc(S(=O)(=O)NC(C)C)c(S(=O)(=O)NC(C)C)c1	-4%	-1	-15%	-24%	·	?	-7%	-8%	-7%
O=C(Oc1ccc([N+](=O)[O-])cc1)c1ccc2ccccc2n1	14%	-7	-1%	17%	11%	?	-5%	·	-7%
Cc1cc2ncn(S(=O)(=O)N3CCCCC3)c2cc1C	9%	-1	7%	-5%	?	-18%	-7%	·	-7%
Nc1ccccc1C#Cc1ccc([N+](=O)[O-])cc1	·	-1	-7%	-7%	·	?	3%	-11%	·
O=C(NC1CCCc2ccccc21)C1CCN(S(=O)(=O)c2cccc3nsnc23)CC1 (centres undefined)	-14%	1	-10%	-19%	-2%	-11%	12%	9%	7%
COc1cccc(C2=CC(=O)CC(C)(C)C2)n1	·	0	-20%	4%	·	0%	9%	-5%	·

Only part of the results is shown; rates above refer to the full screens.
